Assay outcomes: PubChem, several laboratories
SRC3 inh = inhibits human SRC3 coactivator; 360,000 tested, 0.17% active; HEK293 GAL4-SRC3 luciferase reporter, luminescence; Q9Y6Q9; AID 588352; inhibition, % at 3.6 µM;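 active = inhibition above a per-campaign cutoff, the mean of all compounds plus 3 SD, cut at about 60% in these data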;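 also: 0% = DMSO-treated cells and 100% = gossypol-treated cells at 36 µM; higher means less SRC3-driven luciferase light from the GAL4 reporter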
Target sequence (Q9Y6Q9 whole entry, looked up, the tested form may be a part): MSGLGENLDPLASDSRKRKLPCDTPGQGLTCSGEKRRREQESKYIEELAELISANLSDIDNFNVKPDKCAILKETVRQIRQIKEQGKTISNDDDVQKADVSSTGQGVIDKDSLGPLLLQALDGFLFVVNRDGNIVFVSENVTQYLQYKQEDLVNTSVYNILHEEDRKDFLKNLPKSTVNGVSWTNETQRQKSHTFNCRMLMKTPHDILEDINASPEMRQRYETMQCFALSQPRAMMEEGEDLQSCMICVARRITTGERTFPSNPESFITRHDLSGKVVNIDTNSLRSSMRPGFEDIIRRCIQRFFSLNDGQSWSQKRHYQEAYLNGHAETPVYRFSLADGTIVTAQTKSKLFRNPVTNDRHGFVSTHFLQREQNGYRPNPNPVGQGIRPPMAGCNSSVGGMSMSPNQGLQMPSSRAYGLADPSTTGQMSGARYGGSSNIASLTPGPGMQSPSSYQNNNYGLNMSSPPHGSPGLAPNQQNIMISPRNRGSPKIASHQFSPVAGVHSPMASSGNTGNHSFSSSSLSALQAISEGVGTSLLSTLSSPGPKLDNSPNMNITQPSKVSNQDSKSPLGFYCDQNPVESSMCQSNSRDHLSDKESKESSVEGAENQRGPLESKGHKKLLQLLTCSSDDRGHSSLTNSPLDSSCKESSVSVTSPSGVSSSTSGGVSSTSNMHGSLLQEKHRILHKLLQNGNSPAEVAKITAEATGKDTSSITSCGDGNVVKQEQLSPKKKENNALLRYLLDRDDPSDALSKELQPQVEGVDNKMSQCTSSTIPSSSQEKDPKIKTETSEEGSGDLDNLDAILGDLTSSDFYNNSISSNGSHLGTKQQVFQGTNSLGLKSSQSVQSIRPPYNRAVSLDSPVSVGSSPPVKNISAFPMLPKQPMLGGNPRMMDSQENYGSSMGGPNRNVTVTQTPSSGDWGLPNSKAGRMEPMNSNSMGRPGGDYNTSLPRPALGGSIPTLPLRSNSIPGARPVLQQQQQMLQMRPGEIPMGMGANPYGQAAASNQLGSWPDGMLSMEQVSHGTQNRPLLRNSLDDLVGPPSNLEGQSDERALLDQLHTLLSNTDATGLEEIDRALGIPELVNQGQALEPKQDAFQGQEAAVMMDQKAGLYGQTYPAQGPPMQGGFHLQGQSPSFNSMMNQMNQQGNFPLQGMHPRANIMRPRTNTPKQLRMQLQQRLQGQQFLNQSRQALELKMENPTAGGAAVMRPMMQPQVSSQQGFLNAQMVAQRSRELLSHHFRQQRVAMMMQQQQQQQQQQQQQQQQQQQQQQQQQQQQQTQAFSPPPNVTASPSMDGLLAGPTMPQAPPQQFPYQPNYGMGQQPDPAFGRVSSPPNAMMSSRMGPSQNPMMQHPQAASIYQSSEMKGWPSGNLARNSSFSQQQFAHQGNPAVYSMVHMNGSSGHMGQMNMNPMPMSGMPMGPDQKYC
NR2F2 inh = NR2F2 (human) inhibition, primary screen. HEK293T NGFI-A luciferase reporter, luminescence. AID 686940. P24468. 370,000 tested, 0.7% active. inhibition, % at 8.6 µM;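 active = inhibition above a per-plate cutoff, mean inhibition of test wells between control levels plus 3 SD, cut at about 38% in these data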;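 also: cells cotransfected with COUP-TFII expression vector driving the NGFI-A reporter; 0% = median of COUP-TF2 test wells and 100% = reporter-only cells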
LRH-1 inv ag = suppresses constitutive activity of human LRH-1; 360,000 tested, 0.13% active; AID 602396; inhibition, % at 3.6 µM; HEK293T StAR-luciferase reporter, LRH-1 transfected, 24 h; O00482;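 active = inhibition above the mean inhibition of all tested compounds plus 3 SD, cut at about 73% in these data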;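 also: 0% = DMSO wells and 100% = reporter-only cells lacking LRH-1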
KKLEB tox = reduces viability of KKLEB cystic fibrosis airway cells; KKLEB CF airway cells viability, ATPlite luminescence, overnight; active compounds read low; cells stimulated with P. aeruginosa culture filtrate; activity change (cytotoxicity), % at 5 µM; 360,000 tested, 0.36% active; AID 602141;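 active = corrected activity change at or below -50% at 5 µM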
TWEAK Fn14 block = inhibitors of TWEAK-Fn14 interaction signaling; AID 1159606; TWEAK-stimulated Fn14 reporter cells, luciferase luminescence, 8 h; 360,000 tested, 2% active; inhibition, % at 10 µM; in the data active = inhibition above about 50%
NCOA1 inh = human NCOA1 inhibition | 360,000 tested, 0.12% active | inhibition, % at 3.6 µM | Q15788 | HEK293 GAL4-SRC1 luciferase reporter, luminescence;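 active = inhibition above the campaign mean plus 3 SD, with each screening campaign given its own cutoff, cut at about 60% in these data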;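 also: 0% = DMSO treated cells and 100% = gossypol at 36 µM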
TROY signal inh = TROY signaling inhibition | inhibition, % at 10 µM | 360,000 tested, 0.98% active | Q293 LMP1-TROYcd NF-kB luciferase reporter, 4 h | AID 1347056;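 active = compounds whose plate-normalised and pattern-corrected inhibition of the luciferase reporter signal at the single screening dose is 50% or more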
CF NFkB inh = inhibitors of cystic fibrosis induced NF-kB; AID 588850; 360,000 tested, 0.86% active; inhibition, % at 5 µM; KKLEB NF-kB-GFP reporter, PAF-induced, GFP fluorescence overnight;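 active = at least 50% inhibition at 5 µM, scaled per plate between neutral and stimulator controls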;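 also: PAF is a Pseudomonas aeruginosa culture filtrate used as stimulus; plate controls were PAF-stimulated DMSO wells for no effect and unstimulated DMSO wells for full effect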
Shn3 3UTR inh = inhibitors of Schnurri-3 3'UTR reporter in osteoblasts | 360,000 tested, 0.52% active | Clone20 osteoblast Shn3 3'UTR firefly luciferase, 24 h | inhibition, % at 12.5 µM;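 active = mean inhibition of at least 75% with every replicate also reaching 75%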;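 also: 0% = median of neutral control wells and 100% = pilot-screen positive control compound; some compounds past the cut are filed as inactive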
LMP1 NFkB inh = inhibitors of Epstein-Barr LMP1-induced NF-kappaB reporter. LMP1-induced NF-kappaB luciferase reporter cells, luminescence. inhibition, % at 12.5 µM. 350,000 tested, 0.69% active. AID 504558; in the data active = inhibition above about 41%;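 also: 0% = neutral control wells and 100% = reference inhibitor control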
TRAIL sens C8 = sensitizes caspase-8 expressing cells to TRAIL | NB7+C8 cells + TRAIL, ATPlite viability luminescence | inhibition (viability loss, TRAIL sensitization), % at 10 µM | 360,000 tested, 1% active | AID 624354;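 active = compounds causing at least 50% loss of cell viability in the single-dose screen, relative to plate controls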
Active calls of the source: *; x = no result given.

SMILES	SRC3 inh	NR2F2 inh	LRH-1 inv ag	KKLEB tox	TWEAK Fn14 block	NCOA1 inh	TROY signal inh	CF NFkB inh	Shn3 3UTR inh	LMP1 NFkB inh	TRAIL sens C8
Nc1nn2cc(-c3ccccc3)nc2c2ccccc12	-75	-52	-96	-3	2	-91	-44	-44	-85	-50	56*
C=CCn1c(SCC(=O)NC(=O)c2cccn2C)nc2ccccc2c1=O	5	0	-1	0	4	-14	11	-14	-3	1	-1
Cc1ccc(Cn2c(NCCCn3ccnc3)nc3c2c(=O)n(C)c(=O)n3C)cc1	4	11	-3	-17	-3	5	35	9	7	4	0
Cc1ncc(CN2CCN(C(C)C)C(CCO)C2)s1 (stereo not given)	6	-17	10	6	1	13	-10	-2	-2	-15	-10
CCC(C)N(C(=O)COC(=O)c1cn(CC)c2nc(C)ccc2c1=O)C1CCS(=O)(=O)C1 (stereo not given)	6	-5	-1	5	8	-2	13	2	-5	3	1
CS(=O)(=O)c1cccc(C(=O)OCC(=O)NC(=O)Nc2ccccc2F)c1	12	-8	7	-11	-23	7	6	10	-7	2	-8
COc1ccc(N2CCN(S(=O)(=O)c3ccc4c(c3)CCCC4)CC2)c([N+](=O)[O-])c1	10	0	2	8	38	-5	25	-2	80	12	1
Cc1nc(NC(=O)c2ccc(Br)o2)sc1C	-70	-39	-124	-4	13	-122	-48	-6	-49	-21	13
CCc1ccc(C(=O)COC(=O)c2nn(C)c(=O)c3ccccc23)cc1	7	-11	-9	-14	-2	-6	6	25	10	8	-14
CSc1ccccc1-c1cnc2cccnn12	-5	9	-13	2	5	1	-3	16	-7	x	-3
Clc1ccc(CCNc2ncnc3nc[nH]c23)cc1	7	32	22	-14	27	4	-5	27	63	-13	19
Cc1cc(C)nc(SCC(=O)Nc2nc(-c3ccccc3)c(-c3ccccc3)o2)n1	-1	13	-5	9	19	6	28	-13	19	6	-15
Cc1cc2c(cc(C(=O)OC(C)C(=O)NCc3ccccc3)n2C)o1 (stereo not given)	5	5	20	-3	-20	-5	-7	5	4	-6	-6
O=C(CSc1nnc(CNC(=O)c2ccco2)o1)Nc1nc2ccccc2s1	0	-2	-9	5	7	-22	6	-3	3	8	-5
O=C(c1ccccc1)c1ccccc1C(=O)N1CCCC1	-2	-13	14	-13	20	9	3	10	5	4	3
CN(C)c1cccc(C(=O)N/C=C/n2cnc3cc(C(F)(F)F)ccc32)c1	19	-3	-2	-1	1	-19	21	-2	-8	5	-8
Cc1csc(NC(=O)CSc2nnc(Cc3cccn3C)n2-c2ccc(F)cc2)n1	-17	6	16	7	4	4	-10	20	-9	-6	5
O=C(Cn1cc(COc2ccc(C(=O)c3ccccc3)cc2)nn1)c1ccc(O)cc1	15	5	50	6	-5	5	-15	21	27	-10	7
CCCC(=O)N=C1SC2CS(=O)(=O)CC2N1c1ccc(-c2nc3ccc(C)cc3s2)cc1 (stereo not given)	-91	-41	-143	-24	4	-103	-20	6	-51	-18	17
CCC(=O)Nc1ccc(C2C(=O)c3ccccc3C2=O)cc1	-82	-56	-37	3	-8	-42	-13	12	-50	11	73*
CC12CCC(=O)N1C(C(=O)Nc1ccc(Br)cc1Cl)CS2 (stereo not given)	6	1	7	-9	5	-7	3	-19	-1	-7	-16
CCn1c(SCC(=O)Nc2cc(C)on2)nnc1-c1c[nH]c2ccccc12	-10	-10	0	-3	19	-7	-4	10	-6	-1	3
CC(C1CC2CCC1C2)n1c(-c2ccco2)n[nH]c1=S (stereo not given)	3	2	-16	0	10	-6	6	-12	3	-3	-8
CCCC(C)NC(=O)C1CC(=O)N(CCc2ccc(F)cc2)C1 (stereo not given)	-7	-3	3	-4	-16	2	4	2	12	2	-5
CCCCn1c(N)c(N(CCC(C)C)C(=O)CSc2nnc3ccccn23)c(=O)[nH]c1=O	1	-10	-2	0	3	-3	-12	2	11	0	7
O=[N+]([O-])c1c(N2CCN(CCO)CC2)nc2ccccn12	-20	16	7	9	16	7	-1	-15	18	10	-3
CCCNC(=O)c1cc(C2CCCCN2S(=O)(=O)c2ccc(C#N)cc2)on1 (stereo not given)	-23	20	6	3	-10	-1	-11	-1	1	x	-14
O=C(Nc1c(Cl)cc(Cl)cc1C(=O)NCCN1CCOCC1)c1cccc([N+](=O)[O-])c1	20	-7	18	-1	0	13	12	4	-39	-22	0
COc1ccccc1-c1c(C)nn2c(C)c(C(C)=O)cnc12	4	-8	-9	5	-1	-20	0	-15	16	-3	35
O=C(CCC(=O)c1cccs1)NNC(=O)c1ccccc1Cl	16	19	11	3	-7	0	11	1	-11	2	4
COc1ccccc1NC(=O)C(C)OC(=O)C1CC(=O)N(c2ccc3c(c2)OCCO3)C1 (stereo not given)	6	-1	15	13	-3	5	4	8	-27	-4	15
COc1ccc(N(CC(=O)Nc2ccc3c(c2)OCCO3)S(=O)(=O)c2c(C)noc2C)cc1	21	-20	8	-2	65*	13	3	8	10	2	0
O=C1COCC(=O)N1CCc1c[nH]c2ccccc12	10	1	6	7	-2	5	-25	-18	-2	-7	2
CC(C(=O)NCC1CCCCC1)N(C)Cc1cccc(Cl)c1 (stereo not given)	-26	17	22	5	0	-15	0	5	4	1	1
COc1cc2c(cc1OC)CN(C(=O)c1cc3ccccc3oc1=O)CC2	0	1	-21	-8	9	-22	-6	11	-8	4	9
O=C(NC(NC(=S)Nc1ccccc1Cl)C(Cl)(Cl)Cl)c1cccc(Cl)c1 (stereo not given)	23	18	7	-32	76*	9	36	45	74	15	26
CC(C)(C)OC(=O)NNC(=O)Nc1ccccc1C(F)(F)F	-7	-10	3	-7	4	-4	17	17	-5	1	7
COC(=O)N1CC(=O)N(OC)C1c1ccc(Cl)cc1Cl (stereo not given)	9	5	6	-13	1	11	12	2	-11	-12	-15
C/C(=N/OC(=O)C1CC1c1ccccc1)c1ccccc1 (stereo not given)	11	13	4	5	-4	-7	-38	-9	0	1	-3
CCOC(=O)N1CCN(C(=O)C2CCN(Cc3ccc(O)c(OCC)c3)CC2)CC1	4	-21	19	-2	8	-8	4	8	13	1	4
CCOC(=O)c1oc2cc(O)cc(C)c2c1C	-41	-33	-24	9	-27	-69	-25	-26	-40	-3	-4
COc1cccc(NC(=O)c2ccc(N3C(=O)C4CC=C(C)CC4C3=O)cc2)c1 (stereo not given)	1	-17	7	-3	-60	-31	12	-47	-71	-11	-9
Cc1ccc(S(=O)(=O)N2CCN(c3ccc([N+](=O)[O-])c4cccnc34)CC2)cc1	6	2	1	-12	-2	1	3	14	10	5	1
O=C(/C=C/c1ccc(Cl)cc1)c1cccnc1	-3	-3	6	-4	-8	-32	3	12	-12	2	-4
CC1(C(=O)NNC(=O)c2ccc([N+](=O)[O-])cc2)CC1(Br)Br (stereo not given)	10	15	12	-11	-9	10	5	34	-1	4	-8
COc1cccc(C(=O)NCCSc2ccc(C)cc2)c1	7	2	4	-7	3	-7	-51	22	8	-4	5
Cc1cc(OCC(=O)NCCCN2CCOCC2)cc(C)c1Cl	5	16	1	-8	-12	-28	6	-3	6	-6	-8
CCCCSc1nnc(CCCCCNC(=O)OC(C)(C)C)o1	4	17	14	5	-15	-16	7	-19	3	1	16
COc1ccccc1CCC(=O)N(C)CC(=O)Nc1ccc(F)cc1	12	-10	12	2	9	4	11	8	-2	-8	-10
C=CCN1CCN(C(=O)c2oc3ccccc3c2C)CC1	-11	1	4	-1	-7	-2	6	4	-12	24	-19
COc1cc2c(cc1OC)CN(C(=S)Nc1cccc(Cl)c1C)CC2	5	3	3	-15	1	17	6	18	18	3	-4
CCOc1ccc(C(=O)OCC(=O)Nc2ccc3c(c2)OCCO3)cc1OC	-16	4	-11	3	-3	5	11	28	0	-3	1
O=C(CSc1ncn[nH]1)N1CCN(S(=O)(=O)c2ccc(Cl)cc2)CC1	7	-14	-4	2	-8	0	11	14	8	-9	-7
Cc1nc(NC(=O)C(C)(C)C)sc1-c1csc(N)n1	-4	16	-21	2	20	-13	-6	-7	-9	-1	9
COC(=O)CC1C(=O)NC2CCCCC2N1C(=O)CCl (stereo not given)	26	-3	-13	-5	15	10	4	9	6	6	-17
O=C(CCCOc1ccccc1)N1CCN(C(=O)c2ccco2)CC1	-45	-1	-44	-7	-26	-46	-38	20	2	-8	-6
Cc1ccc(C2(C)NC(=O)N(CC(=O)NNC(=O)c3cc(C)oc3C)C2=O)cc1 (stereo not given)	-3	-6	-4	-13	3	-4	10	-6	-11	-7	-25
COc1cc(CNC(C)c2ccccc2)c(Br)cc1OCC(N)=O (stereo not given)	7	13	6	-8	36	10	35	8	14	2	11
Cn1c2ccccc2c2c(C(=O)NCc3ccco3)cn(C3CCCCC3)c(=O)c21	7	-4	-7	3	14	-7	6	-2	4	-11	-8
C=CCN1C(=O)CS/C1=C(\C#N)S(=O)(=O)c1ccc(C)cc1	11	7	17	-7	8	-4	21	16	17	-3	-3

Full records, looked up by structure. Screens in order: SRC3 inh	NR2F2 inh	LRH-1 inv ag	KKLEB tox	TWEAK Fn14 block	NCOA1 inh	TROY signal inh	CF NFkB inh	Shn3 3UTR inh	LMP1 NFkB inh	TRAIL sens C8
Profile of `Cn1c2ccccc2c2c(C(=O)NCc3ccco3)cn(C3CCCCC3)c(=O)c21` → 7	-4	-7	3	14	-7	6	-2	4	-11	-8
Profile of `O=C(CCCOc1ccccc1)N1CCN(C(=O)c2ccco2)CC1` → -45	-1	-44	-7	-26	-46	-38	20	2	-8	-6

Continued.
SMILES	SRC3 inh	NR2F2 inh	LRH-1 inv ag	KKLEB tox	TWEAK Fn14 block	NCOA1 inh	TROY signal inh	CF NFkB inh	Shn3 3UTR inh	LMP1 NFkB inh	TRAIL sens C8
CCC(C)c1ccccc1NC(=O)COC(=O)C1=NN(c2ccccc2)C(=O)CC1 (stereo not given)	11	-5	2	4	-2	7	-2	0	-6	2	-12
C=CCNC(=O)Nc1ccc(OCC)cc1	-7	14	1	-15	4	-24	-12	18	-21	4	12
CCS(=O)CCSC(=N)N (stereo not given)	-5	3	11	-6	-2	-17	-6	8	-6	-2	-5
Cc1c(Br)c(=O)oc2c(Br)c(O)ccc12	9	-6	-8	7	6	-15	4	-7	-12	-1	4
Cc1nc2ccccc2n1CC(=O)NC1CCCC1	2	-22	10	23	1	6	8	9	-11	10	3
CNC(=O)Cn1nc(-c2ccc(Cl)cc2)c2ccccc2c1=O	-1	x	7	12	14	-7	-4	-26	-1	-4	-20
O=C(OCc1ccccc1)c1c(-c2ccccc2)oc2c1C(OCCO)CCC2 (stereo not given)	x	11	-14	x	-8	x	3	x	x	x	7
CN(C)CCCN(C(=O)COc1ccc(Cl)cc1)c1nc2ccc(F)cc2s1	-42	1	15	-2	-10	7	-18	22	-4	3	3

Individual results from the results shown:
`C=CCNC(=O)Nc1ccc(OCC)cc1` @ TROY signal inh: -12
`CCC(C)c1ccccc1NC(=O)COC(=O)C1=NN(c2ccccc2)C(=O)CC1` (stereo not given) @ KKLEB tox: 4
`CCS(=O)CCSC(=N)N` (stereo not given) @ LMP1 NFkB inh: -2
`Cc1nc2ccccc2n1CC(=O)NC1CCCC1` @ TWEAK Fn14 block: 1

Some of the compounds tested; the hit share may differ from the screen's.
